Screening results (PubChem BioAssay)
B2AR arrestin ag – agonists recruiting beta-arrestin to human beta2-adrenergic receptor; Potency, µM (top dose mostly 46.1 µM), without a hit: at the top dose activation, hits mostly activators; HTLA Tango cells, beta-arrestin recruitment, luciferase luminescence, 18 h; AID 1347077; P07550; 44,000 tested, under 10 active;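 also: potency is read from the fitted curve at half-maximal effect; 0% = DMSO and full agonism = EC100 isoproterenol or metaproterenol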
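Tango cells expressing recombinant beta2-AR and beta-arrestin were treated with compounds (up to 46 microM titration) in DMEM with 1% FBS for 18 hr at 37 degrees C. Beta-arrestin recruitment drove tTA-dependent luciferase, read by luminescence; curves were fitted and classed.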
p53null 39C kill – kills p53 null cells at the nonpermissive temperature. Potency, µM (highest dose often 46.1 µM), for the others: top-dose activity, negative = cell killing, most hits filed as cytotoxic. actives 0.97% (n = 55,000). AID 904. H1299 p53-null (neo) cells, 39C, ATPlite viability, 24 h;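 also: potency is read from the fitted curve at half-maximal effect; 0% = DMSO only and -100% = full killing by 100 µM tamoxifen; nearly all actives have a fitted effect of over 50% in size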
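ATP-luminescence viability readout (ATPlite, 20 min RT) after 24 hr compound treatment at 39C of H1299-neo or H1299-p53A138V cells; titration up to 46 uM; normalized to DMSO and 100 uM tamoxifen; Hill-fit AC50.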
FH mod – Identification of activators of human fumarate hydratase by quantitative high-throughput screening; FH coupled MDH/diaphorase resazurin fluorescence, 15 min; actives 0.22% (n = 54,000); Fumarate hydratase, mitochondrial (Homo sapiens), P07954; Potency, µM (series often up to 79.9 µM), without a hit: top-dose activity change, negative = inhibition, usual class: inhibitors; also: potency is read from the fitted curve at half-maximal effect; % is scaled to controls: 0 for no effect and ±100 for the full control effect; the screen sought activators but most active calls are inhibition curves; nearly all actives have a fitted effect of over 45% in size
Target sequence (P07954 whole entry, looked up): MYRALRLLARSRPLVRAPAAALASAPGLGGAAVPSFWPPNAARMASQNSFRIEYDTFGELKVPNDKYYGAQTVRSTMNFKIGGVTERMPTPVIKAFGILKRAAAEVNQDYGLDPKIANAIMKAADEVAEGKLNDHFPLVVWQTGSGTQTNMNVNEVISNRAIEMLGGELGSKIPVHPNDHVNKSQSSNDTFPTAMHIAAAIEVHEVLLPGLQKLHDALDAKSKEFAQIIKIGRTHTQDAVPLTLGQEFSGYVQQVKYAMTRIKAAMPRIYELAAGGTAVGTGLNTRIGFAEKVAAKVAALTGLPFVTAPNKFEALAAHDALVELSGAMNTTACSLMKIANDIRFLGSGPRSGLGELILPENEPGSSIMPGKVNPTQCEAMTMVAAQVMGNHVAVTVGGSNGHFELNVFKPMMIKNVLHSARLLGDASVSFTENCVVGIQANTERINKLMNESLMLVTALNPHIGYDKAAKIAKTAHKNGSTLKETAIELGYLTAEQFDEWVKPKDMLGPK
NTMT1 inh – inhibitors of human N-terminal methyltransferase NTMT1 | Potency, µM (series often up to 114 µM), without a hit: at the highest dose activity change, negative = inhibition, hits mostly inhibitors | Q9BV86 | actives 2.5% (n = 59,000) | AID 1645870 | NTMT1 MTase-Glo SAH luminescence, purified enzyme;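 also: potency is read from the fitted curve at half-maximal effect; plate controls were DMSO vehicle for no effect and no enzyme for full effect; nearly all actives have a fitted effect of over 65% in size; many of its hits are not listed in these tables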
PTAP-TSG101 blk – inhibitors of HIV-1 PTAP binding to human TSG101, validation | Q99816 | Fluorescence polarization, FITC-PTAP peptide/Tsg101, 20 min | Potency, µM (highest dose often 115 µM), inactives show at the top dose activity change, negative = inhibition, actives largely listed as inhibitors | 44,000 tested, under 10 active | AID 1347069; also: potency is read from the fitted curve at half-maximal effect; 0% is about no effect
Target sequence (Q99816 whole entry, looked up): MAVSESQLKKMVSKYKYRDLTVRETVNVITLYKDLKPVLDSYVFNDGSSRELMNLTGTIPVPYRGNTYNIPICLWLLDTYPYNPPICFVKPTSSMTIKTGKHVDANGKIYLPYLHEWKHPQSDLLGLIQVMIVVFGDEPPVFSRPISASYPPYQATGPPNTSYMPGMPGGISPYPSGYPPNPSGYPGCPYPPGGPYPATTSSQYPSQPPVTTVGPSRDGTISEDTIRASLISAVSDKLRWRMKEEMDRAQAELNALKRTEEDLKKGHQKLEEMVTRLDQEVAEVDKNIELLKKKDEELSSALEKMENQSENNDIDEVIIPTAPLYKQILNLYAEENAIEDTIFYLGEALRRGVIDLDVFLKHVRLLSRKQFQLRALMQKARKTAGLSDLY
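FITC-labeled PTAP peptide (50 nM final) binding to Tsg101 binding domain (10 uM final) read by fluorescence polarization after 20 min at r.t. in HEPES pH 7.5 buffer. Actives by CRC class, <25 µM.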
GALK inh – inhibits human galactokinase | P51570 | recombinant GALK, Kinase-Glo ATP luminescence, 1 h | Potency, µM (series often up to 57.5 µM), for the others: at the top dose activity, negative = inhibition, hits mostly inhibitors | 44,000 tested, under 10 active;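 also: plate controls were full GALK reaction for no effect and reaction lacking GALK for full effect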
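Human GALK (5 nM) was incubated with 35 uM ATP and 100 uM galactose in 20 mM HEPES pH 8.0 with MgCl2, NaCl, DTT and BSA for 1 h at room temperature. Remaining ATP was measured by Kinase-Glo Plus luminescence.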
p53null 32C tox – p53 null cell cytotoxicity, permissive temperature; AID 903; H1299-neo p53 null cells, ATP luminescence, 24 h, 32C; actives 0.62% (n = 55,000); Potency, µM (series often up to 46.1 µM), without a hit: top-dose activity change, negative = cytotoxicity, most hits filed as cytotoxic;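 also: potency is read from the fitted curve at half-maximal effect; 0% = DMSO only and -100% = full killing by 100 µM tamoxifen; nearly all actives have a fitted effect of over 55% in size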
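Overnight 37C seeding (600 cells/well) of H1299-neo preceded a 24 hr, 32C exposure to compounds up to 46 uM. ATP levels, read by luminescence after 20 min at RT, indicated surviving cells.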
* marks the source's active call; other numbers are inactive results; ? = inconclusive; . = no result given; [ ] = remark or other dose. Calls follow the shape of the dose curve; as a rule, active = well fitted curve in the direction sought with a large enough effect; inconclusive = small, poorly fitted or top-dose-only effect, or another doubt; inactive = no such curve, though single readings can be large; an effect the other way counts as inactive or inconclusive.

Compound | PTAP-TSG101 blk | FH mod | p53null 32C tox | NTMT1 inh | p53null 39C kill | B2AR arrestin ag | GALK inh
COc1cccc(CNC(=O)CCc2nnc3n(CC(C)C)c(=O)c4ccccc4n23)c1 | -6% | -2% | -1% | ? | 9% | -1% | -2%
COc1cc2c(=O)n(CCc3ccccc3)c(=O)n(CC(=O)Nc3ccccc3)c2cc1OC | -1% | -5% | -22% | 79µM* | -21% | 0% | 2%
Oc1c(C(c2ccc(Cl)cc2Cl)N2CCN(Cc3ccccc3)CC2)sc2nc(-c3ccco3)nn12 (stereo unspecified) | -10% | ? | 18% | 3% | -4% | -3% | -4%
CCc1ccccc1N1CC(c2nc3ccccc3n2CCOc2ccc(Cl)c(C)c2)CC1=O (stereo unspecified) | -3% | ? | 39%[activator] | 4% | 18µM* | -4% | 1%
Cc1nn(C(=O)c2ccc(Br)cc2)c(C)c1Sc1ccccc1 | -3% | -3% | 16% | -2% | 1% | 1% | -2%
CCCCc1nn2c(=O)cc(COC(=O)c3ccc(NC(=O)CCc4ccccc4)cc3)nc2s1 | -3% | 4% | -3% | 10% | -2% | -1% | -3%
CCC(=O)N1CCc2cc(Br)cc(S(=O)(=O)NCc3ccc(Cl)cc3)c21 | -8% | -10% | 4% | 4% | -3% | -2% | -2%
CN(C)c1ccc(C(CNC(=O)c2ccccc2C(F)(F)F)N2CCOCC2)cc1 (stereo unspecified) | -7% | 4% | -4% | 2% | 3% | 0% | 4%
CCCN1CCN(CCNC(=O)Nc2cc(OC)cc(OC)c2)CC1 | 0% | 0% | 11% | -4% | -6% | -1% | 0%
COc1ccccc1CNC(=O)CCC1N=C2c3ccccc3N=C(SCC(=O)NCCc3ccc(OC)c(OC)c3)N2C1=O (stereo unspecified) | -3% | -15% | -5% | 1% | 4% | 0% | 2%
Cc1csc2nc(COC(=O)c3cccc(NC(=O)c4cccc(Cl)c4)c3)cc(=O)n12 | -3% | 1% | 1% | ? | 3% | 0% | -1%
COCCNC(=O)Cn1ncc2c(C)n(Cc3ccc(C)cc3)c(C)c2c1=O | -2% | -7% | 13% | 14% | -12% | -3% | -11%
O=C(Nc1ccccc1C(F)(F)F)N1CCN(c2ccc3nnc(-c4ccc(F)cc4)n3n2)CC1 | -14% | -11% | 27% | ? | 15% | 0% | -4%
CCOc1ccc(-c2cn3c(n2)sc2cc(C(=O)N4CCCC(C)C4)ccc23)cc1 (stereo unspecified) | 3% | -12% | -3% | 7% | -28% | 1% | 6%
COc1cccc(NC(=O)C2CCCN(c3ncnc4onc(-c5ccc(F)cc5)c34)C2)c1 (stereo unspecified) | -1% | -31% | 14% | -26% | -12% | 0% | 1%
CCOC(=O)c1ccc(NC(=O)CC2Nc3ccccc3NC2=O)cc1 (stereo unspecified) | -13% | -9% | 2% | 6% | -7% | -2% | 0%
COc1ccc(Cl)cc1S(=O)(=O)NCc1ccc2c(c1)CCN2C(=O)c1cccc(C)c1 | 0% | -13% | 10% | 4% | ? | 0% | ?
Cc1c(C(=O)NCCN(C)C)sc2nc3n(c(=O)c12)CCC3 | 0% | 4% | 3% | 3% | -18% | 0% | 2%
CCc1ccccc1NC(=O)C1CCCN(S(=O)(=O)c2cccc3nsnc23)C1 (stereo unspecified) | -3% | -4% | 11% | 4% | -9% | 0% | 1%
Cc1ccc(Nc2c(-c3c[nH]c4ccccc34)nc3ccccn23)cc1 | 2% | ? | -26% | -6% | 14µM* | 1% | 6%
CCOc1ccccc1OCCCn1c(-c2ccc(Cl)cc2)nc2ccccc2c1=O | -2% | 1% | -12% | 0% | 1% | 0% | 0%
COc1ccc(OC)c(CNC(=O)c2ccc(N3Cc4ccccc4Oc4ncccc43)s2)c1 | 11% | ? | 0% | -1% | 13% | 6% | 0%
CC(Sc1nccn1C)C(=O)Nc1ccccc1C#N (stereo unspecified) | -5% | -3% | 11% | -18% | -24% | -1% | 9%
CCc1cccc(OCC(=O)Nc2ccc(S(=O)(=O)Nc3ncccn3)cc2)c1 | -9% | -2% | 0% | 14% | -3% | -2% | -1%
COc1cccc(CNC(=O)C(NS(=O)(=O)c2ccc3c(c2)oc(=O)n3C)C(C)C)c1 (stereo unspecified) | -2% | 3% | 3% | 6% | -5% | 1% | 0%
CCc1cccc(CC)c1NC(=O)c1c(C)oc2ccc(O)c(CN3CCOCC3)c12 | -1% | . | 3% | . | 21% | 1% | 3%
COc1ccc(CNC(=O)CN(C)c2nn3c(=O)cc(C)nc3s2)cc1 | -1% | 0% | 0% | 12% | 8% | -3% | -11%
CCOC(=O)c1ccc(NC(=O)CC2C(=O)N(c3cccc(C)c3)C(=O)N2CCOC)cc1 (stereo unspecified) | -5% | -5% | -13% | 1% | -1% | 0% | -1%
COc1cc2nc(NCc3ccc(C)cc3)n3nc(-c4ccccc4)nc3c2cc1OC | 0% | -9% | 11% | ? | -9% | 1% | 4%
COc1ccc(CN(Cc2ccco2)c2cnc(S(C)(=O)=O)nc2C(=O)Nc2ccc(F)cc2)cc1 | -3% | -12% | -5% | 3% | -14% | -4% | 0%
COc1ccc(CN2CCCN(CC(=O)Nc3ccc4c(c3)OCCO4)S2(=O)=O)cc1 | -4% | -14% | -3% | 3% | 11% | 1% | 1%
O=C(Nc1nc2c(s1)CCCC2)c1ccccc1F | -2% | -18% | 6.3µM* | 35µM* | 7.9µM* | -4% | 2%
CCOc1ccc(-c2cn3c(n2)sc2cc(C(=O)NCCCN(CC)CC)ccc23)cc1 | -1% | 8% | -3% | 40µM* | 4% | 0% | 0%
CCOc1ccccc1CNC(=O)c1oc2c(c1C)-c1[nH]ncc1CC2 | -4% | 7% | 14% | -1% | 39%[activator] | -1% | 3%
COc1ccc(C(=O)Nc2cc(-c3ccccc3)nn2-c2ccccc2)cc1 | -10% | 2% | 1% | -2% | -7% | 0% | -8%
Cc1ccc(-c2cc3ncc4c(n3n2)-c2ccccc2OC4)cc1 | 2% | 4% | . | 11% | . | 1% | 8%
Cc1ccc(C)c(Cn2c(-c3cccs3)nc3ccccc32)c1 | -8% | -23% | -11% | 4% | ? | -4% | 2%
CN(C)C(=O)c1ccc2c(c1)N(CC(=O)NCc1ccc(F)cc1)C(=O)C1CCCCN21 (stereo unspecified) | -5% | -8% | 9% | -4% | -17% | 0% | 0%
CNS(=O)(=O)c1cn(CC(=O)N2CCN(c3ccc(Cl)cc3)CC2)cc1S(=O)(=O)NC | -8% | -18% | 0% | -11% | -6% | -1% | ?
Cc1ccc(NC(=O)CN2C(=O)COc3ccc(S(=O)(=O)N4CCCCCC4)cc32)cc1Cl | 0% | -10% | 5% | 5% | ? | 1% | 4%
Cc1cn2c(=O)cc(COc3ccccc3NC(=O)c3ccccc3C)nc2s1 | -4% | 1% | 0% | -1% | 4% | -1% | 7%
CCOc1ccc(NC(=O)C2CCN(S(=O)(=O)c3ccc4c(c3)oc(=O)n4C)CC2)cc1 | 1% | -13% | -3% | 4% | 12% | 0% | 6%
COc1ccc(NC(=O)C2=C(C)Nc3ncnn3C2c2ccc(O)cc2)cc1 (stereo unspecified) | -3% | 13% | -2% | -1% | -6% | -1% | -4%
CCCCn1cc(S(=O)(=O)c2cccc(C)c2)c(=O)c2cc(F)c(N3CCOCC3)cc21 | -2% | -11% | 5% | -21% | -23% | -1% | -5%
CCOc1cccc(CC(=O)N2CCc3c([nH]c4ccccc34)C2c2ccc(SC)cc2)c1OCC (stereo unspecified) | 0% | ? | -3% | 14% | 19% | 1% | 6%
COc1ccc(CNC(=O)c2ccc(-c3nc(CSc4ccccc4)c(C)o3)cc2)c(OC)c1 | -1% | -9% | 1% | 4% | 7% | 1% | -1%
Cc1ccc(Cn2c(=O)c3cccnc3n(CC(=O)Nc3cccc(C(F)(F)F)c3)c2=O)cc1 | 8% | -33% | -2% | 8% | -3% | 1% | -2%
COc1ccc(NC(=O)c2nc(S(C)(=O)=O)ncc2N(Cc2ccc(C)cc2)Cc2ccco2)cc1Cl | 0% | -25% | -4% | 5% | -5% | -3% | -10%
Cc1ccccc1NC(=O)Nc1nnc(N2CCCCCC2)s1 | -2% | -12% | 17% | 6% | -8% | -3% | 2%
CC1CCCCN1C(=O)c1ccc2c(c1)N(Cc1cccc(Cl)c1)C(=O)c1ccccc1S2=O (stereo unspecified) | -3% | -21% | 9% | 1% | 10% | -1% | 2%
CCc1ccccc1NC(=O)c1ccc2c(SCC(=O)O)c3c(nc2c1)CCC3 | -2% | -27% | -14% | 5% | 1% | -2% | 2%
COc1cccc(-c2nc(CS(=O)(=O)CC(=O)Nc3ccc(C)c(Cl)c3)c(C)o2)c1 | 0% | -1% | 4% | 6% | -6% | 0% | 2%
COc1ccc(N2CCN(C(=O)Cc3c(C(=O)O)c(C)cn3C)CC2)cc1 | -4% | 3% | 6% | -3% | 6% | -2% | -1%
CC(=O)c1ccc(NC(=O)Cn2c(=O)oc3cc(S(=O)(=O)N4CCCCC4)ccc32)cc1 | 0% | -7% | -4% | 8% | -9% | 1% | 6%
Cc1ccc(-n2ncc(C(=O)NCc3ccco3)c2C2CCN(C(=O)OC(C)(C)C)CC2)c(C)c1 | -6% | -19% | 8% | 1% | ? | 0% | 0%
COc1ccc(-c2cc(C)no2)cc1S(=O)(=O)N1CCOc2ccc(Cl)cc21 | 17% | -5% | -6% | -1% | ? | 1% | 0%
CCN1CCC(N(Cc2ccc3c(c2)OCO3)C(=O)Nc2cccc(C)c2C)CC1 | 1% | ? | 4% | 0% | -5% | 1% | -3%
CC(=O)c1ccc(NC(=O)CC2Nc3cc(C)c(C)cc3NC2=O)cc1 (stereo unspecified) | -3% | 4% | 2% | 9% | ? | 0% | 5%
Cc1ccc(S(=O)(=O)C(CNS(=O)(=O)c2ccc(F)c(C(F)(F)F)c2)c2ccco2)cc1 (stereo unspecified) | -7% | -3% | 6% | -7% | -13% | -3% | -1%
CCc1ccc(OCC(=O)Nc2ccc3c(c2)c2ccccc2n3CC)c(Br)c1 | -6% | -9% | -12% | 14% | -18% | -2% | 2%
Cc1c(C(=O)N2CCCC2)oc2c1-c1nn(CC(=O)NCc3cccc(F)c3)cc1CC2 | -1% | -20% | -8% | -13% | -26% | 0% | -1%

Single records, from the list above. Order of values: PTAP-TSG101 blk	FH mod	p53null 32C tox	NTMT1 inh	p53null 39C kill	B2AR arrestin ag	GALK inh
CCOc1ccc(-c2cn3c(n2)sc2cc(C(=O)NCCCN(CC)CC)ccc23)cc1 as listed: -1%	8%	-3%	40µM*	4%	0%	0%
CCc1ccccc1NC(=O)c1ccc2c(SCC(=O)O)c3c(nc2c1)CCC3 as listed: -2%	-27%	-14%	5%	1%	-2%	2%
Cc1ccccc1NC(=O)Nc1nnc(N2CCCCCC2)s1 as listed: -2%	-12%	17%	6%	-8%	-3%	2%

Only part of the results is shown; count on the stated rates, not on these rows.
